Screening results: PubChem, The Scripps Research Institute Molecular Screening Center
PME-1 primary: PME-1 (human) inhibition; Q9Y570; recombinant PME-1, FP-Rh probe fluorescence polarization; inhibition, % at 5.9 µM; actives 0.53% (n = 320,000);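 active means inhibition above the campaign mean of all compounds plus 3 SD, cut at about 26% in these data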;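 further: competitive labeling of PME-1 active site by serine hydrolase directed probe; 0% = PME-1 with DMSO and 100% = wells lacking PME-1 enzyme; inhibitors block probe labeling so polarization falls and inhibition rises; many of its hits are not listed in these tables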
Target sequence (Q9Y570 whole entry, looked up): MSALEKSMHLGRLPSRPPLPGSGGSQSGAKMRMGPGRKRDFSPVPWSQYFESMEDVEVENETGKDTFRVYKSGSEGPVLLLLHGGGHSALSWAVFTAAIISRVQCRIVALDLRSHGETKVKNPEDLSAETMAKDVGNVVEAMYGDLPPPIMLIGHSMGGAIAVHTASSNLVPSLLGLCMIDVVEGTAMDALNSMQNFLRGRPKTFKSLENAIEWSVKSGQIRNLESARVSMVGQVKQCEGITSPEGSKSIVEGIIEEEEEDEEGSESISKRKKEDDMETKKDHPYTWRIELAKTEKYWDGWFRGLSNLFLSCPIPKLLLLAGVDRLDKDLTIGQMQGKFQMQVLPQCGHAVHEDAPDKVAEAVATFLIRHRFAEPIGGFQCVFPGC
pPAFAH inh: inhibitors of human plasma PAF acetylhydrolase (pPAFAH) | Q13093 | recombinant pPAFAH, FP-rhodamine probe fluorescence polarization | inhibition, % at 3.39 µM | actives 1.5% (n = 330,000) | AID 463082;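 active means inhibition above the mean inhibition across the screen plus 3 SD, cut at about 25% in these data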;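 further: inhibitors block binding of the rhodamine activity-based probe so polarization drops; 0% = enzyme with DMSO and 100% = wells lacking pPAFAH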
PAFAH1B2 inh: inhibitors of human PAFAH1B2. P68402. recombinant PAFAH1B2, FP-rhodamine activity probe, fluorescence polarization. inhibition, % at 3.39 µM. actives 1.2% (n = 340,000). AID 492953;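 active means inhibition above the mean of all tested compounds plus 3 SD, cut at about 24% in these data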;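 further: 0% = enzyme with DMSO and 100% = wells lacking PAFAH1B2; many of its hits are not listed in these tables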
LYPLA2 inh: counter-screen for PME1 inhibitors: inhibitors of human LYPLA2; O95372; recombinant LYPLA2, FP-Rh probe fluorescence polarization; inhibition, % at 5.9 µM; actives 0.38% (n = 320,000); AID 2177;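 active means inhibition above the screen-wide mean plus 3 SD, limit set per campaign, cut at about 26% in these data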;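 further: 0% = LYPLA2 with DMSO and 100% = wells lacking LYPLA2 enzyme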
Target sequence (O95372 whole entry, looked up): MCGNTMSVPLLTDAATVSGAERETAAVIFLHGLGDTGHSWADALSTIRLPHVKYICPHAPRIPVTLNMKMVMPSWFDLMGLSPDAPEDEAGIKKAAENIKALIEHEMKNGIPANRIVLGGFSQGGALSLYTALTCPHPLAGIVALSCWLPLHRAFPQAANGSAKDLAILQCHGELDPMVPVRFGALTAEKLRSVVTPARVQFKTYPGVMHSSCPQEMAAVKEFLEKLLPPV
LYPLA1 inh: LYPLA1 (human) inhibition in PME1 counter-screen; O75608; recombinant LYPLA1, FP-Rh probe fluorescence polarization; inhibition, % at 5.9 µM; actives 0.16% (n = 320,000);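 active means inhibition above the mean of all tested compounds plus 3 SD, set per campaign, cut at about 14% in these data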;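 further: inhibitors block serine hydrolase probe labeling of LYPLA1 so polarization falls; 0% = enzyme with DMSO and 100% = wells lacking LYPLA1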
Target sequence (O75608 whole entry, looked up): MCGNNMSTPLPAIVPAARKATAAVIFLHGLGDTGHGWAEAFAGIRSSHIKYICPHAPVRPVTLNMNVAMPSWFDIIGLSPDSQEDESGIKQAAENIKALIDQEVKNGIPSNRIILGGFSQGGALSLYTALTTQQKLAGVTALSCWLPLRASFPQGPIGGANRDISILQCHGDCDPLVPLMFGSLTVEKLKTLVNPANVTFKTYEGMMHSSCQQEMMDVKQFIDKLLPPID
GSTO1 inh: blocks human GSTO1 in RBBP9 counter-screen. inhibition, % at 5.96 µM. P78417. recombinant GSTO1, activity-based probe fluorescence polarization. AID 1974. actives 1.1% (n = 300,000);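 active means inhibition above the campaign mean inhibition plus 3 SD, cut at about 35% in these data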;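 further: 0% = GSTO1-1 with DMSO and 100% = wells lacking GSTO1-1 enzyme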
PAD4 inh: PAD4 (human) enzyme inhibition; actives 0.41% (n = 330,000); recombinant PAD4, RCA probe fluorescence polarization; inhibition, % at 6.36 µM; AID 485272;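 active means percent inhibition above a cutoff equal to the mean of all tested compounds plus 3 SD, cut at about 15% in these data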;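 further: 0% = PAD4 with RCA probe and DMSO and 100% = probe without PAD4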
PAFAH1B3 inh: inhibitors of human PAFAH1B3; Q15102; recombinant PAFAH1B3, FP-rhodamine probe, fluorescence polarization; inhibition, % at 3.39 µM; actives 0.28% (n = 340,000); AID 492972;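 active means inhibition above the screen-wide average of all tested compounds plus 3 SD, cut at about 25% in these data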;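 further: 0% = enzyme with DMSO only and 100% = wells lacking PAFAH1B3 protein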
Target sequence (Q15102 whole entry, looked up): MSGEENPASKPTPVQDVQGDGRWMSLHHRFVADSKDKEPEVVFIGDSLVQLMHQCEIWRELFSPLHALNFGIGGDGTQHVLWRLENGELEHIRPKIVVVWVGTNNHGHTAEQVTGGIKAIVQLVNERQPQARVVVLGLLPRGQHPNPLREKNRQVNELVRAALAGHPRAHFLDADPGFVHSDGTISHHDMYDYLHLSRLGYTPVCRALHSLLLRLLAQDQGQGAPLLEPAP
PAFAH2 inh: inhibitors of human PAFAH2; Q99487; recombinant PAFAH2, FP-rhodamine activity probe, fluorescence polarization; inhibition, % at 3.39 µM; actives 0.99% (n = 340,000);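 active means inhibition above the mean over all tested compounds plus 3 SD, cut at about 30% in these data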;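 further: inhibitors block probe labeling of enzyme so polarization drops; 0% = enzyme with DMSO and 100% = wells lacking PAFAH2 protein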
Starred values were filed as active, the others as inactive. An excerpt, so the mix of outcomes need not match the whole.

Results for O=C(O)/C=C/C(=O)NCc1cn(-c2ccccc2)nc1-c1cccc(Br)c1 ?
PME-1 primary: -1; pPAFAH inh: -1; PAFAH1B2 inh: -3; LYPLA2 inh: 5; LYPLA1 inh: 2; GSTO1 inh: -3; PAD4 inh: -2; PAFAH1B3 inh: 2; PAFAH2 inh: 9

What do the screens show for `O=C(Cc1cccs1)NCc1ccco1`?
PME-1 primary: 1; pPAFAH inh: 0; PAFAH1B2 inh: 5; LYPLA2 inh: 2; LYPLA1 inh: -1; GSTO1 inh: 13; PAD4 inh: -3; PAFAH1B3 inh: -1; PAFAH2 inh: 1

What do the screens show for `Nc1c(C(=O)C2CC2)sc2nc(-c3ccccc3)cc(C(F)(F)F)c12`?
PME-1 primary: 7; pPAFAH inh: -2; PAFAH1B2 inh: 3; LYPLA2 inh: -2; LYPLA1 inh: -3; GSTO1 inh: -4; PAD4 inh: -2; PAFAH1B3 inh: 0; PAFAH2 inh: -5

Results for CC(C)(C)NC(=O)COC(=O)c1cc(Cl)ccc1[N+](=O)[O-] ?
PME-1 primary: 2; pPAFAH inh: 6; PAFAH1B2 inh: 1; LYPLA2 inh: -1; LYPLA1 inh: 4; GSTO1 inh: 9; PAD4 inh: -2; PAFAH1B3 inh: 5; PAFAH2 inh: 28

Results for Cc1[nH]c2ccccc2c1C(=O)COC(=O)C1CCC1 ?
PME-1 primary: 3; pPAFAH inh: 2; PAFAH1B2 inh: 4; LYPLA2 inh: -1; LYPLA1 inh: -5; GSTO1 inh: 4; PAD4 inh: -5; PAFAH1B3 inh: -1; PAFAH2 inh: -1

How did CCOc1ccc(NC(=O)N(Cc2ccc(C)cc2)Cc2ccccn2)cc1 do in these assays?
PME-1 primary: 6; pPAFAH inh: 6; PAFAH1B2 inh: 5; LYPLA2 inh: 1; LYPLA1 inh: 1; GSTO1 inh: 6; PAD4 inh: -5; PAFAH1B3 inh: 0; PAFAH2 inh: -2

What do the screens show for `O=C(NCCOc1cccnc1)C1CCC(=O)N(Cc2ccccc2F)C1` (configuration not stated)?
PME-1 primary: 1; pPAFAH inh: 10; PAFAH1B2 inh: -5; LYPLA2 inh: 6; LYPLA1 inh: 0; GSTO1 inh: 3; PAD4 inh: -2; PAFAH1B3 inh: -3; PAFAH2 inh: 0

Results for COc1ccccc1NC(=O)C1CC(C)OC1=O (configuration not stated) ?
PME-1 primary: -1; pPAFAH inh: 4; PAFAH1B2 inh: 2; LYPLA2 inh: 5; LYPLA1 inh: 3; GSTO1 inh: 7; PAD4 inh: 0; PAFAH1B3 inh: 1; PAFAH2 inh: 6

Results for CCN(CC)C(=O)[C@H]1CC(CC(=O)NC/C=C(\C)CCC=C(C)C)C(=O)N2CCc3c([nH]c4ccccc34)[C@]12C (some centres not stated) ?
pPAFAH inh: 28*; PAFAH1B2 inh: 4; PAD4 inh: -1; PAFAH1B3 inh: 10; PAFAH2 inh: -3

How did O=S(=O)(Nc1cccc(-c2ccc(N3CCOCC3)nn2)c1)c1ccc(Cl)c(Cl)c1 do in these assays?
PME-1 primary: 1; pPAFAH inh: 7; PAFAH1B2 inh: 8; LYPLA2 inh: -1; LYPLA1 inh: 8; GSTO1 inh: -10; PAD4 inh: -2; PAFAH1B3 inh: -4; PAFAH2 inh: 7

What do the screens show for `Cc1cc(C)c2oc(C(=O)NCCc3ccc(S(N)(=O)=O)cc3)cc(=O)c2c1`?
PME-1 primary: -5; pPAFAH inh: -2; PAFAH1B2 inh: -3; LYPLA2 inh: -1; LYPLA1 inh: -2; GSTO1 inh: 1; PAD4 inh: -1; PAFAH1B3 inh: -10; PAFAH2 inh: -2

Results for CCn1nc(NC(=O)C2CCCO2)c2cc3cccc(C)c3nc21 (configuration not stated) ?
PME-1 primary: 0; pPAFAH inh: 8; LYPLA2 inh: 4; LYPLA1 inh: 4; GSTO1 inh: 11; PAD4 inh: -3

What do the screens show for `Cc1cnc(NC(=O)CC(C)c2ccccc2)s1` (configuration not stated)?
PME-1 primary: 6; pPAFAH inh: 4; PAFAH1B2 inh: 15; LYPLA2 inh: 1; LYPLA1 inh: 1; GSTO1 inh: -3; PAD4 inh: 0; PAFAH1B3 inh: 0; PAFAH2 inh: -2

How did COc1ccc(Cn2nnnc2C(c2cc3cc(C)ccc3[nH]c2=O)N2CCN(C)CC2)cc1 (configuration not stated) do in these assays?
PME-1 primary: -4; pPAFAH inh: 5; PAFAH1B2 inh: 2; LYPLA2 inh: -1; LYPLA1 inh: -3; GSTO1 inh: 3; PAD4 inh: -3; PAFAH1B3 inh: 6; PAFAH2 inh: -8

Results for O=C(Nn1c(Cc2ccccc2)nc2ccccc2c1=O)c1c(O)c2cccc3c2n(c1=O)CCC3 ?
PME-1 primary: -3; pPAFAH inh: 1; PAFAH1B2 inh: -2; LYPLA2 inh: 1; LYPLA1 inh: -1; GSTO1 inh: 14; PAD4 inh: -4; PAFAH1B3 inh: 10; PAFAH2 inh: 6

3 compounds out of the list, arranged by molecular weight, smallest number first.
What do the screens show for `O=C(Cc1cccs1)NCc1ccco1`?
PME-1 primary: 1; pPAFAH inh: 0; PAFAH1B2 inh: 5; LYPLA2 inh: 2; LYPLA1 inh: -1; GSTO1 inh: 13; PAD4 inh: -3; PAFAH1B3 inh: -1; PAFAH2 inh: 1

Results for Cc1[nH]c2ccccc2c1C(=O)COC(=O)C1CCC1 ?
PME-1 primary: 3; pPAFAH inh: 2; PAFAH1B2 inh: 4; LYPLA2 inh: -1; LYPLA1 inh: -5; GSTO1 inh: 4; PAD4 inh: -5; PAFAH1B3 inh: -1; PAFAH2 inh: -1

Results for CCn1nc(NC(=O)C2CCCO2)c2cc3cccc(C)c3nc21 (configuration not stated) ?
PME-1 primary: 0; pPAFAH inh: 8; LYPLA2 inh: 4; LYPLA1 inh: 4; GSTO1 inh: 11; PAD4 inh: -3

The main list resumes, starting 2 compounds before the break.
How did COc1ccc(Cn2nnnc2C(c2cc3cc(C)ccc3[nH]c2=O)N2CCN(C)CC2)cc1 (configuration not stated) do in these assays?
PME-1 primary: -4; pPAFAH inh: 5; PAFAH1B2 inh: 2; LYPLA2 inh: -1; LYPLA1 inh: -3; GSTO1 inh: 3; PAD4 inh: -3; PAFAH1B3 inh: 6; PAFAH2 inh: -8

Results for O=C(Nn1c(Cc2ccccc2)nc2ccccc2c1=O)c1c(O)c2cccc3c2n(c1=O)CCC3 ?
PME-1 primary: -3; pPAFAH inh: 1; PAFAH1B2 inh: -2; LYPLA2 inh: 1; LYPLA1 inh: -1; GSTO1 inh: 14; PAD4 inh: -4; PAFAH1B3 inh: 10; PAFAH2 inh: 6

What do the screens show for `CC1=NN(c2nc3ccccc3[nH]2)C(=O)C1Cc1ccccc1` (configuration not stated)?
PME-1 primary: 0; pPAFAH inh: 6; LYPLA2 inh: 3; LYPLA1 inh: -2; GSTO1 inh: -4; PAD4 inh: 1

What do the screens show for `CCOc1ccc(NC(=S)Nc2ccccc2C2(C)CC2)cc1`?
PME-1 primary: 3; pPAFAH inh: 7; PAFAH1B2 inh: -1; LYPLA2 inh: 14; LYPLA1 inh: 6; GSTO1 inh: 4; PAD4 inh: -1; PAFAH1B3 inh: 2; PAFAH2 inh: 13

Results for O=C(CN1CCCN(Cc2ccc(F)cc2)S1(=O)=O)NC1CCCC1 ?
PME-1 primary: 8; pPAFAH inh: -1; PAFAH1B2 inh: 0; LYPLA2 inh: 5; LYPLA1 inh: -2; GSTO1 inh: 7; PAD4 inh: 1; PAFAH1B3 inh: 3; PAFAH2 inh: 4

Results for NC(=O)CC[C@@H]1NC(=O)[C@@H]2CCCN2C(=O)c2cc([N+](=O)[O-])cc(I)c2NCCCC[C@@H](C(=O)NC(CC(=O)O)C(N)=O)NC1=O (some centres not stated) ?
PME-1 primary: -5; pPAFAH inh: 5; PAFAH1B2 inh: 7; LYPLA2 inh: -3; LYPLA1 inh: -1; GSTO1 inh: 7; PAD4 inh: -2; PAFAH1B3 inh: 2; PAFAH2 inh: 0

What do the screens show for `COc1ccccc1OCCCn1c(=O)sc2ccccc21`?
PME-1 primary: -1; pPAFAH inh: 5; PAFAH1B2 inh: 6; LYPLA2 inh: 0; LYPLA1 inh: -2; GSTO1 inh: -7; PAD4 inh: 1; PAFAH1B3 inh: 5; PAFAH2 inh: 3

Results for Cc1oc(-c2cc3c(cc2Cl)OCO3)nc1CN1CCCC(C(=O)N2CCOCC2)C1 (configuration not stated) ?
PME-1 primary: 3; pPAFAH inh: -5; PAFAH1B2 inh: 6; LYPLA2 inh: 2; LYPLA1 inh: -1; GSTO1 inh: -5; PAD4 inh: -1; PAFAH1B3 inh: 10; PAFAH2 inh: -8

How did COc1cc(C(CC(=O)Nc2ccc(C)cn2)N2Cc3ccccc3C2=O)cc(OC)c1OC (configuration not stated) do in these assays?
PME-1 primary: 0; pPAFAH inh: 0; PAFAH1B2 inh: 5; LYPLA2 inh: 3; LYPLA1 inh: 2; GSTO1 inh: 0; PAD4 inh: 3; PAFAH1B3 inh: 8; PAFAH2 inh: 5

Results for CC(OC(=O)c1ccncc1)C(=O)Nc1cccc([N+](=O)[O-])c1 (configuration not stated) ?
PME-1 primary: 4; pPAFAH inh: 1; PAFAH1B2 inh: 2; LYPLA2 inh: 5; LYPLA1 inh: -2; GSTO1 inh: 9; PAD4 inh: -4; PAFAH1B3 inh: 0; PAFAH2 inh: -1

How did COc1cccc(/C=C(/C#N)c2ccc(F)cc2)c1OCc1cccc(C(=O)O)c1 do in these assays?
PME-1 primary: 0; pPAFAH inh: -3; PAFAH1B2 inh: 13; LYPLA2 inh: 3; LYPLA1 inh: -3; GSTO1 inh: -14; PAD4 inh: -2; PAFAH1B3 inh: 6; PAFAH2 inh: 1

What do the screens show for `Cc1cc(C)n(C(=O)CSc2ccc(Cl)cc2)n1`?
PME-1 primary: -1; pPAFAH inh: -1; PAFAH1B2 inh: 10; LYPLA2 inh: 12; LYPLA1 inh: 4; GSTO1 inh: 0; PAD4 inh: 5; PAFAH1B3 inh: 8; PAFAH2 inh: 6

Results for CCCCCCN(C(=O)CCCCCN1C(=O)NC(c2ccc([N+](=O)[O-])cc2)C(C(=O)OCc2ccccc2)=C1C)C(C(=O)NCCCC)C1CCCCC1 (configuration not stated) ?
pPAFAH inh: 9; PAFAH1B2 inh: 3; PAD4 inh: 1; PAFAH1B3 inh: 8; PAFAH2 inh: 4

How did COCCN(C(=O)c1ccc(C#N)cc1)c1c(N)n(Cc2ccccc2)c(=O)[nH]c1=O do in these assays?
PME-1 primary: -1; pPAFAH inh: 2; PAFAH1B2 inh: 6; LYPLA2 inh: 8; LYPLA1 inh: 3; PAD4 inh: -4; PAFAH1B3 inh: 2; PAFAH2 inh: 5

What do the screens show for `Cc1cccc(NC(=O)CCC(=O)Nc2nnc(C(F)(F)F)s2)c1`?
PME-1 primary: 6; pPAFAH inh: 0; PAFAH1B2 inh: 5; LYPLA2 inh: 4; LYPLA1 inh: 0; GSTO1 inh: -5; PAD4 inh: 3; PAFAH1B3 inh: 0; PAFAH2 inh: -5

How did Cc1ccc(-c2cc(C(F)F)nc(N3CCC(C)CC3)n2)cc1 do in these assays?
PME-1 primary: -2; pPAFAH inh: 1; PAFAH1B2 inh: 1; LYPLA2 inh: 1; LYPLA1 inh: 2; GSTO1 inh: -4; PAD4 inh: -3; PAFAH1B3 inh: 3; PAFAH2 inh: -8
